Bioassay records from PubChem.
p53 reactivation = qHTS assay for re-activators of p53 using a Luc reporter. H1299 p53-A138V BP100-luciferase reporter, luminescence, 24 h. Potency, µM (highest dose often 92.2 µM), inactives show at the highest dose activity change, positive = activation, actives largely listed as activators. 320,000 compounds, 0.063% hits; also: potency is read from the fitted curve at half-maximal effect; % of control where 0% means no effect; nearly all actives have a fitted effect of over 45% in size
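p53-null H1299 cells stably carrying temperature-sensitive p53-A138V and a BP100-luciferase reporter were pinned with compounds (4-point, 1:5 series) and held 24 hrs at 37 deg C. Luminescence was read 10 min after detection reagent.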
NPC1 promoter act = qHTS Assay for NPC1 Promoter Activators; Huh7 NPC1 promoter luciferase reporter, 24 h; Potency, µM (doses to about 9.22 µM), inactives show top-dose activation, actives largely listed as activators; 320,000 compounds, 2.4% hits; AID 485313, 2010;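 also: potency is read from the fitted curve at half-maximal effect; % of control where 0% means no effect; nearly all actives have a fitted effect of over 60% in size; reporter is driven by a mutant NPC1 promoter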
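Readout is luciferase luminescence, reflecting NPC1 promoter activation in stably transfected Huh7 cells after 24 h compound exposure at 37 °C in reduced-serum medium with 10% FBS.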
RORg inh = qHTS for inhibitors of ROR gamma transcriptional activity | Drosophila S2 Gal4-RORgamma UAS-luciferase reporter, 20 h | Potency, µM (titrated, usually from 53.6 µM), for inactives: top-dose activity change, negative = inhibition, hits mostly inhibitors | 310,000 compounds, 5.4% hits | AID 2551, 2010; also: potency is read from the fitted curve at half-maximal effect; % is scaled to controls: 0 for no effect and ±100 for the full control effect; nearly all actives have a fitted effect of over 60% in size
Target sequence (P51450 whole entry, looked up, the tested form may be a part): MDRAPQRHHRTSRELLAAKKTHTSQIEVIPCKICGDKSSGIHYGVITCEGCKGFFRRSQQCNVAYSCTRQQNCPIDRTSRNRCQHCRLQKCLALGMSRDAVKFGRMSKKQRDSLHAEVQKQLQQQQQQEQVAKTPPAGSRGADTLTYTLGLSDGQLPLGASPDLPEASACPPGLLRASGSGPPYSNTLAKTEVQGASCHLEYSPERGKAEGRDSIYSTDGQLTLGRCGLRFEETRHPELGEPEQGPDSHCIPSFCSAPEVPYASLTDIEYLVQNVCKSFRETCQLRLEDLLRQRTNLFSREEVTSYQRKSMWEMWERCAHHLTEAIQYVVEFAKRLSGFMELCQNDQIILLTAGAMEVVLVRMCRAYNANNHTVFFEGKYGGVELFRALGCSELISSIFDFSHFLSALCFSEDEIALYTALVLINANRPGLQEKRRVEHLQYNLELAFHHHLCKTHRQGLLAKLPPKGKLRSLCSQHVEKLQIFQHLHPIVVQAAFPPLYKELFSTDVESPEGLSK
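Luciferase reporter read in Schneider cells carrying Gal4-RORγ (mouse) and UAS-Photinus luciferase; cells given compound 1 h before 700 uM copper sulfate induction, then incubated 20 h at ambient temperature.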
Giardia kill = Small Molecules that selectively kill Giardia lamblia: qHTS; 340,000 compounds, 0.15% hits; AID 540267, 2011; Giardia lamblia trophozoite viability; activity change, % at 7.66 µM, hits read low; in the data active = activity change below about -80%; inconclusive = between about -30% and that limit;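 also: parasites exposed to compound for two days anaerobically before the ATP read; % is scaled to controls: 0 for no effect and ±100 for the full control effect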
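Media and compound were dispensed first, then trophozoites at 100 cells/well; plates sat 48 hrs at 37 deg C without oxygen before ATP luminescence reagent was added and read after 15-30 min at room temperature.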
Gal4-VP16 FLuc = VP16 counterscreen qHTS for inhibitors of ROR gamma transcriptional activity; Potency, µM (highest dose often 53.6 µM), for inactives: at the highest dose activity, negative = inhibition, most hits filed as inhibitors; Drosophila S2 Gal4-VP16 UAS-luciferase, luminescence, 20 h; AID 2546, 2010; 310,000 compounds, 3.5% hits;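 also: Gal4-VP16 expression switched on by copper sulfate through the metallothionein promoter; potency is read from the fitted curve at half-maximal effect; % is scaled to controls: 0 for no effect and ±100 for the full control effect; nearly all actives have a fitted effect of over 50% in size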
BRCA1 expr act = qHTS Assay to Identify Small Molecule Activators of BRCA1 Expression. AID 624202, 2012. 380,000 compounds, 1.1% hits. Potency, µM (top dose mostly 46.1 µM), for the others: top-dose activation, most hits filed as activators. MCF7-BRCA1-FFLuc reporter, luminescence, 48 h; response scale: scaled: vehicle 0%, 10 µM genistein 100%; also: potency is read from the fitted curve at half-maximal effect; nearly all actives have a fitted effect of over 80% in size; some results filed as inactive show a strong effect at the top dose
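Cells: MCF7-BRCA1-FFLuc, 2000/well. Exposure: 48 h, 37 °C, 5% CO2. Read: luminescence, 15 min post-substrate. Controls: genistein 10 microM (maximal activation), DMSO (neutral).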
ELG1 genotox = qHTS screen for small molecules that induce genotoxicity in human embryonic kidney (HEK293T) cells expressing luciferase-tagged ELG1 | HEK293T ELG1-luciferase reporter, luminescence, 16 h | Potency, µM (doses to about 46 µM), without a hit: at the highest dose activity change, positive = activation, hits mostly activators | 330,000 compounds, 1.3% hits | AID 504466, 2011; also: potency is read from the fitted curve at half-maximal effect; % of control where 0% means no effect; nearly all actives have a fitted effect of over 60% in size
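16 hr compound incubation (37 °C, 5% CO2) of HEK293T cells carrying luciferase-tagged ELG1; luciferase then measured by ONE-Glo luminescence after 30 min at RT.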
Rab9 prom act = qHTS Assay for Rab9 Promoter Activators; Huh7 Rab9 promoter-luciferase reporter, luminescence, 24 h; Potency, µM (top dose mostly 9.22 µM), inactives show at the highest dose activation, negative = inhibition, usual class: activators; 320,000 compounds, 2.8% hits; AID 485297, 2010; also: potency is read from the fitted curve at half-maximal effect; % of control where 0% means no effect; nearly all actives have a fitted effect of over 60% in size
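Steps: seed 1500 Huh7 Rab9-luc cells per well, rest 2 h at 37 °C; add compound in DMSO; incubate 24 h; add luciferase reagent, 10 min ambient; read luminescence.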
PKM2 act = qHTS Assay for Activators of Human Muscle isoform 2 Pyruvate Kinase. Pyruvate kinase PKM (Homo sapiens), P14618. purified PKM2, Kinase-Glo ATP luminescence, activation; response scale: 0% is enzyme alone, no compound. Potency, µM (doses to about 57.5 µM), for inactives: top-dose activation, actives largely listed as activators. 260,000 compounds, 0.34% hits. AID 1631, 2009; also: potency is read from the fitted curve at half-maximal effect; % is scaled to controls: 0 for no effect and ±100 for the full control effect; nearly all actives have a fitted effect of over 55% in size
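Kinase-Glo luminescence reports ATP generated from ADP (0.1 mM) and PEP (0.5 mM) by purified hPK-M2 after 1 h at room temperature, pH 7.2 imidazole buffer; intermediate enzyme activity allows detecting inhibitors and activators.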
Menin-MLL TR inh = qHTS Assay for Inhibitors Targeting the Menin-MLL Interaction in MLL Related Leukemias: Competition With Texas Red Labeled MLL-derived Mutant Peptide. O00255. Menin + Texas Red MLL mutant peptide, fluorescence polarization. Potency, µM (titrated, usually from 61.6 µM), for the others: top-dose FP activity change, negative = inhibition, most hits filed as inhibitors. 270,000 compounds, 0.23% hits; active = well fitted inhibition curve with a large enough effect in the polarisation, with a control signal flat, not every such curve was filed as active; inconclusive = small, poorly fitted or top-dose-only effect, or effect the other way, or a change in a side signal; inactive = no such curve, though single readings can be large or run the other way; the % refers to the polarisation; also: potency is read from the fitted curve at half-maximal effect; % of control where 0% means no effect; many of its hits are not listed in these tables
Target sequence (O00255 whole entry, looked up): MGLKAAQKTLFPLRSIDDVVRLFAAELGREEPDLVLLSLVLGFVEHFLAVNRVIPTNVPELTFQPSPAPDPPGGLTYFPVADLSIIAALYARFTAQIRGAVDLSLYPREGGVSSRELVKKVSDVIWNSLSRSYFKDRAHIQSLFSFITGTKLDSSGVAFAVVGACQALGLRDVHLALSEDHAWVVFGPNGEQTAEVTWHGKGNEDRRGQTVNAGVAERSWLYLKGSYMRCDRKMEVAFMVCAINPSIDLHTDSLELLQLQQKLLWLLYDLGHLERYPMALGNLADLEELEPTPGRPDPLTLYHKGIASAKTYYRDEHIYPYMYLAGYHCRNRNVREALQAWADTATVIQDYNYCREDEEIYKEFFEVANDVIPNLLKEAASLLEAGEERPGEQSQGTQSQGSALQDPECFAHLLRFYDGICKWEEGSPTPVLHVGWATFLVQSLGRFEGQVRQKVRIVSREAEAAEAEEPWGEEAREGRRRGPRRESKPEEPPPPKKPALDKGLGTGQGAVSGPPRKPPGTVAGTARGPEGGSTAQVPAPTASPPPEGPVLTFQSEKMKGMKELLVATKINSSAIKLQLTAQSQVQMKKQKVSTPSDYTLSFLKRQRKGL
FLuc modulator = qHTS profiling assay for firefly luciferase inhibitor/activator using purifed enzyme and Km concentrations of substrates (counterscreen for miR-21 project); AID 588342, 2011; 360,000 compounds, 6.9% hits; Potency, µM (top dose mostly 57.5 µM), for the others: top-dose activity change, negative = inhibition, hits mostly inhibitors; purified FLuc, Km substrates, luminescence inhibition; Luciferin 4-monooxygenase (Photinus pyralis), P08659;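 also: potency is read from the fitted curve at half-maximal effect; plate controls were vehicle for no effect and reference inhibitor for full effect; nearly all actives have a fitted effect of over 55% in size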
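Biochemical qHTS of compounds, final roughly 60 µM downward over six points, against 10 nM purified firefly luciferase using Km concentrations of substrates (10 uM D-luciferin, 10 uM ATP) in Tris acetate pH 7.5 buffer; luminescence output.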
An asterisk follows results filed as active; ? = inconclusive; nt = no result given; & = joins results of further samples; [ ] = another dose, or the depositor's remark. Unless noted, calls follow the shape of the dose curve; as a rule, active = well fitted curve in the direction sought with a large enough effect; inconclusive = small, poorly fitted or top-dose-only effect, or another doubt; inactive = no such curve, though single readings can be large; an effect the other way counts as inactive or inconclusive.

SMILES	p53 reactivation	NPC1 promoter act	RORg inh	Giardia kill	Gal4-VP16 FLuc	BRCA1 expr act	ELG1 genotox	Rab9 prom act	PKM2 act	Menin-MLL TR inh	FLuc modulator
COc1ccc(C(=O)N2CCN(c3nnnn3-c3ccccc3)CC2)cc1OC	0%	4%	22%	2	-13%	-3%[1.84 µM]	2%	9%	24%	3%	1%
COc1cccc(CNC(=O)CCc2nnc(C3CCCCC3)o2)c1	3%	-2%	-5%	2	0%	-1%	4%	0%	-3%	1%	-2%
CC1=C(C(N)=O)C(c2ccc(Cl)cc2)n2nc(CCCO)nc2N1 (configuration not stated)	-1%	-3%	4%	-10	3%	10%	0%	3%	nt	55%[activator]	0%
Cc1cccc(-c2nc(C#N)c(N3CCCCCC3)o2)c1	?	23%	14%	2	25%	?	16µM*	18%	-1%	-12%	11µM*
Cc1ccc(S(=O)(=O)N2CCC(O)(c3cccnc3)CC2)cc1	-3%	14%	41%	5	3%	-1%	2%	13%	7%	-1%	3%
COc1cc(-c2nc(CN(C)C(C)c3ccncn3)c(C)o2)ccc1F (configuration not stated)	1%	-3%	-39%	0	22%	0%	4%	-5%	-6%	-12%	-1%
CC/C(=N\NC(C)=O)c1ccc(OC(F)F)cc1	3%	1%	26%	nt	-1%	nt	3%	-5%	-3%	-7%	0%
O=C1CCC(c2ccccc2)=NN1	4%	-1%	4%	-3	11%	16%	0%	-3%	1%	14%	-3%
CC(Cc1ccccc1)NC(=O)C1(c2ccccc2)CCOCC1 (configuration not stated)	-9%	1%	4%	19	2%	-7%	-2%	-1%	2%	-11%	-1%[2.3 µM]
O=C1CCC(c2ccc(-n3ccnc3)cc2)=NN1	nt	2%[46.1 µM]	25%	-6	5%	8%	nt	-4%[46.1 µM]	nt	4%	nt
COc1ccc(N2CC(NC(=O)NC(C)(C)C)CC2=O)cc1 (configuration not stated)	-1%	-3%	-5%	-1	-6%	-40%	-1%	0%	0%	1%	3%
CN(C)/C(=N\S(=O)(=O)c1ccccc1)c1ccccc1	2%	2%	-2%	-14	-2%	1%	6%	0%	0%	-7%	0%
CC(CC(=O)N1CCN(c2ccccc2)CC1)S(=O)(=O)c1ccc2c(c1)NC(=O)CS2 (configuration not stated)	2%	-3%	26%	36[activator]	0%	-24%	-11%	-3%	nt	2%	0%
Cc1ccc(C2=N/C(=C\c3ccc(F)cc3)C(=O)N2)cc1	28%	29%	nt	24	nt	28%	13%	?	nt	nt	1%
O=C(Nc1ncnc2c1CCC2)C12CC3CC(CC(C3)C1)C2	0%	2%	-12%	1	4%	-8%	0%	-8%	3%	-21%	2%
CC(=O)Oc1ccc(C(=O)NCc2ccc3c(c2)OCO3)cc1	-13%	-4%	?	-23	-8%	1%	14%	2%	0%	?	0%
COc1cc(OC)c(C(=O)OCC(=O)Nc2c(C)n(C)n(-c3ccccc3)c2=O)cc1OC	3%	6%	nt	10	nt	3%	1%	-1%	nt	nt	1%
CC(=O)Nc1ccc(NS(=O)(=O)c2cn(C)c(=O)n(C)c2=O)cc1	-6%	-2%	1%	2	-9%	-3%	-4%	-6%	0%	6%	-1%
CC(C)(C)C1CCc2onc(C(=O)Nc3cnn(Cc4ccc(F)cc4)c3)c2C1 (configuration not stated)	15%	-4%	?	-1	16µM*	-25%	13%	-6%	4%	-11%	1%
O=C(/C=C/c1ccc(-c2ccccc2[N+](=O)[O-])o1)c1ccc(F)cc1	7%	4%	?	-3	4%	-14%	0%	14%	2%	24%	13µM*
CSC1=NCCCN1C(=O)c1c(-c2ccccc2Cl)noc1C	1%	1%	3%	29	8%	-2%	-3%	0%	-37%	nt	-1%
CCCNS(=O)(=O)c1ccc(CCC(=O)N2CCN(c3ccc(OC)cc3)CC2)cc1	-1%	-2%	7%	1	-4%	-38%	-4%	-1%	10%	-10%	3%
CCc1ccc(/C=N/NC(=O)c2cc(C3CC3)nc3ccccc23)s1	-2%	-20%	1.3µM*	25	1.8µM*	-75%	13%	-19%	4%	0%	-10%
CCCCN(CC)C(=S)Nc1ccc2nc3n(c(=O)c2c1)CCCCC3	-14%	0%	5%[10 µM]	-1	2%	-5%	0%	-7%	-1%	2%	4%
NC(=O)CSc1nnc(C2CC2)n1Cc1ccccc1	-15%	1%	-6%	-9	-1%	-1%	-1%	0%	0%	12%	7%

Continued.
SMILES	p53 reactivation	NPC1 promoter act	RORg inh	Giardia kill	Gal4-VP16 FLuc	BRCA1 expr act	ELG1 genotox	Rab9 prom act	PKM2 act	Menin-MLL TR inh	FLuc modulator
Cc1cc(C)n2c(SCc3ccc(C#N)cc3)nnc2n1	0%	0%	40%	4	-2%	11%	1%	-1%	-6%	5%	-2%
O=C1CCCN1c1ccc(S(=O)(=O)NCc2ccc(F)cc2)cc1	4%	3%	?	-8	?	-10%	-2%	-2%	2%[0.46 µM]	2%	4%
COC(=O)CSC(=S)N1C(C)CCCC1C (configuration not stated)	-6%	-2%	-3%	6	-2%	-13%	-2%	1%	0%	-5%	3%
COc1cccc(/C=C2\SC(=S)N(CCCC(=O)Nc3ccc(C(=O)O)cc3)C2=O)c1	6%	-3%	-8%	11	-6%	-72%	1%	-13%	1%	nt	21µM*
O=C(c1cc(Cl)nc2ccccc12)N1CCN(S(=O)(=O)c2ccccc2[N+](=O)[O-])CC1	-6%	-1%	2%	7	?	-53%	-19%	0%	6%	nt	-19%
CCOC(=O)C1CCCN(C(=O)c2cccc(S(=O)(=O)N(C)c3ccc(OC)cc3)c2)C1 (configuration not stated)	-4%	-13%	nt	-5	nt	-14%	-8%	-3%	nt	nt	3%
Cc1ccccc1OCC(=O)Nc1ccc2c(c1)C(=O)c1ccccc1C2=O	7%	6%	11%	-9	-9%	5µM*	15%	1%	-7%	10%	0%
CCOc1ccc(-c2cc(CCCC(=O)NCc3ccco3)no2)cc1	-6%	6%	0.11µM*	-5	?	-54%	10%	-6%	-9%	0%	3.4µM*
COc1ccc(C2C(CC(=O)O)=C(O)C(=O)N2c2ccccc2)cc1 (configuration not stated)	19%	9%	2%	-20	-10%	7%	1%	0%	-15%	-12%	-14%
O=C(Cc1csc(NC(=O)c2ccccc2)n1)NO	7%	-5%	5%	8	-14%	-2%	12%	8%	-1%	-9%	-3%
COc1cc(NC(=O)c2cccs2)c(C(=O)OCC(=O)c2cc(C)n(-c3ccccc3)c2C)cc1OC	-11%	-17%	?	9	8%	-60%	-7%	-20%	-18%	-2%	5.4µM*
O=C(c1ccc(Cl)cc1)N1CCN(c2cccc3[nH]ccc23)CC1	-7%	0%	2%	-1	-9%	-23%	-5%	2%	2%	nt	4%
Cc1ccccc1-c1nnc(SCC(=O)N(C)c2c(N)n(Cc3ccccc3)c(=O)[nH]c2=O)n1C	-5%	-7%	nt	16	nt	-16%	0%	-5%	nt	nt	7%
Cc1cccn2c(CNCCCOc3cccnc3)c(C(=O)N3CCOCC3)nc12	3%	-5%	6%	7	2%	-1%	-1%	-8%	-1%	0%	1%
COc1cccc(CNC(=O)Cn2nc(-c3ccc(Cl)cc3)ccc2=O)c1	-21%	-1%	-5%	5	-6%	3%&1%	2%	1%	-1%	19%	-2%&-7%
O=C(COC(=O)Cc1ccccc1F)Nc1ccc2c(c1)OCO2	3%	-2%	6%	7	5%	28%	-2%	1%	0%	0%	?
CC(C)CC(=O)CC1(O)C(=O)Nc2ccccc21 (configuration not stated)	4%	-7%	-3%	-1	0%	-8%	0%	-11%	-1%	24%	0%
O=C(Nc1ccccc1)c1cc(S(=O)(=O)N2CCOCC2)cs1	-3%	-3%	28%	-11	20%	-16%	-12%	1%	-2%	-4%	-1%
CCc1ccc(NC(=S)Nc2ccc3cn[nH]c3c2)cc1	17%	1%	?	-5	?	?	5%	-5%	-1%	3%	?
COCCN(C(=O)CCc1ccc(OC)cc1)c1nnc(-c2ccncc2)s1	-2%	0%	41%	-4	3%	-15%	-1%	-2%	-13%	?	0%

A portion of the library (hit frequency here may not be typical).
